# Screens deposited in PubChem by several laboratories.
# S1P1 ag pot = S1P1 (human) agonism or agonism potentiation; P21453; S1P1 CRE-bla cells, forskolin, beta-lactamase FRET, potentiator mode; S1P1 agonist co-added at EC20, 2 nM; 100% = saturating reference agonist, 0% = basal; activation, % at 9.5 µM; 56,000 compounds, 0.57% hits;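 active = activation above a cutoff set at the mean activation of all tested compounds plus 3 SD, cut at about 54% in these data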;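 note: forskolin at 4 µM as EC80 and the EC20 agonist is SEW2871; 100% = SEW2871 at its EC100 plus forskolin at EC80; some compounds past the cut are filed as inactive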
# Target sequence (P21453 whole entry, looked up): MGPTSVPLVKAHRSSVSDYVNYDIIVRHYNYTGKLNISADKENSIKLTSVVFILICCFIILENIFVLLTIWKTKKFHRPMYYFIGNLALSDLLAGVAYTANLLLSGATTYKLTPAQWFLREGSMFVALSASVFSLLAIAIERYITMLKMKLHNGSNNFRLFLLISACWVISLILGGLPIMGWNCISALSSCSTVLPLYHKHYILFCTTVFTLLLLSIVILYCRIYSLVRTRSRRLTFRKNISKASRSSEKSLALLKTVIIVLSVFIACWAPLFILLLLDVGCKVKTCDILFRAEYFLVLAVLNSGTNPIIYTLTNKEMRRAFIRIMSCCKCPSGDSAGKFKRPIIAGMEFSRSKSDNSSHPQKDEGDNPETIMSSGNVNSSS
# D1 mod = D1 dopamine receptor (human) allosteric modulation | HEK293 D1, CRE-luciferase, dopamine EC30 potentiation; actives deviate in either direction | 58,000 compounds, 5.9% hits | P21728 | AID 641 | B-score at 10 µM;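 active = luminescence count or its row- and column-corrected plate score outside the 99.7% band of the plate's sample wells, on either side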
# Jurkat tox 60K = cytotoxicity toward Jurkat cells | Jurkat E6.1 viability, ATP luminescence, 48 h | inhibition, % at 4 µM | 56,000 compounds, 1.2% hits | AID 463;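 active = inhibition above the mean inhibition of all tested compounds plus 3 SD, cut at about 28% in these data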
# M1 agonist = agonists of M1 muscarinic receptor; CHO-M1 cells, Fluo-4 calcium fluorescence, agonist mode; hits give high values; B-score at 10 µM; 64,000 compounds, 3% hits; AID 626;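 active = fluorescence rise, raw or as B-score row- and column-corrected plate score, outside the 99.7% band of its plate's samples, either direction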
# Ec RNAP inh = blocks E. coli RNA polymerase transcription; P0A8V2; fluorescence transcription assay; inhibition, %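 (tested at 10 µM)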; 62,000 compounds, 0.2% hits; in the data active = inhibition above about 20%;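 note: 0% = enzyme without compound and 100% = no enzyme blank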
# TNAP act mid DEA = activates human TNAP at intermediate phosphate acceptor concentration. P05186. purified TNAP, CDP-star luminescence, 100 mM DEA, 30 min; hits give high values; scale: 0 levamisole-inhibited, 1 vehicle-only enzyme. activation factor at 20 µM. 64,000 tested, under 10 active. AID 813;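 active = activation factor of at least 2 at 20 µM, relative to controls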
# M1 antagonist = antagonists of rat M1 muscarinic receptor; P08482; CHO-M1 cells, Fluo-4 calcium, ACh EC80 antagonist mode; hits give low values; B-score at 10 µM; 64,000 compounds, 3.4% hits;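 active = calcium fluorescence response, raw or row-and-column corrected B-score, differing from the plate sample mean either way at a set confidence level, mostly lower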
# S1P3 ag = activates the human S1P3 receptor | Q99500 | 60,000 compounds, 0.1% hits | activation, % at 4.5 µM | S1P3 NFAT-BLA reporter cells, agonism, FRET ratio; relative to 1 µM S1P, basal subtracted | AID 373;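 active = activation above the screen-wide mean plus 3 SD, cut at about 4.5% in these data, passing the limit was not always enough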; note: some compounds called inactive have numbers as strong as hits
# Target sequence (Q99500 whole entry, looked up): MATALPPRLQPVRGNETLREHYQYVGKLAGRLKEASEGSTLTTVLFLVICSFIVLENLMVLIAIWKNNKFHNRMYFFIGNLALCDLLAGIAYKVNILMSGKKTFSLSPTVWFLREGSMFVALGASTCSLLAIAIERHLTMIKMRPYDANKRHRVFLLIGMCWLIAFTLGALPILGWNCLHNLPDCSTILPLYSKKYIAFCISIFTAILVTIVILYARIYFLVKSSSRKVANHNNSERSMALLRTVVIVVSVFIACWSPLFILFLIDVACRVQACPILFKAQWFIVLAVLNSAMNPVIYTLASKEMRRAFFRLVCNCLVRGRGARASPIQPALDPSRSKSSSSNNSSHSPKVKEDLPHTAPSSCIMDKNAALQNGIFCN
#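 material = human S1P3 NFAT-BLA reporter CHO cells | schedule = 4 h compound at 37 °C, 2 h substrate at RT | measured by = fluorescent BLA substrate, ex 405 nm, em 460/535 nm ratio | controls = 1 µM S1P reference | replication = primary once, confirmation triplicate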
# HEK293 NFkB inh = lowers PMA/ionomycin-induced NF-kB signal in HEK293 cells; 62,000 compounds, 0.21% hits; HEK-293 NF-kB luciferase reporter, luminescence; inhibition, % at 3 µM; AID 465;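 active = inhibition above the mean of all tested compounds plus 3 SD, cut at about 40% in these data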;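 note: 0% = stimulated DMSO wells and 100% = 10 µM reference inhibitor 5653914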
#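 System: NF-kB luciferase reporter HEK-293 cells | Replication: Single test | Control set: DMSO vs reference inhibitor | Evaluation: % inhibition | Schedule: 1 h pretreatment, 16 h stimulation, 37 °C | Probe or stimulus: PMA with ionomycin | Compound dosing: One dose, 3 µM | Detection: Luciferase luminescence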
# The depositor's hits bear a star; nt = not tested or not shown. The order is random; overall some 12% were active at least once.
SMILES,S1P1 ag pot,D1 mod,Jurkat tox 60K,M1 agonist,Ec RNAP inh,TNAP act mid DEA,M1 antagonist,S1P3 ag,HEK293 NFkB inh
O=C(CCSc1ccccc1)Nc1nnc(-c2ccccc2)o1,-37,-0.029,6,0.37,6,0.8,-0.86,-0.8,16
Cc1nc2ccc3nc(NC(=O)c4ccc5c(c4)OCCO5)sc3c2s1,-20,-0.91,-14,-0.1,16,0.9,0.63,-0.6,-1
Cc1cc(NC(=O)CCC(=O)N(c2cccnc2)C(C(=O)NC2CCCC2)c2ccccc2F)no1 (configuration not stated),1,0.51,0,-0.48,-13,0.9,1,0.1,11
CSCCC1NC2(C(=O)Nc3c(Cl)cccc32)[C@@H]2C(=O)N(C3CCCC3)C(=O)[C@H]12 (some centres not stated),-13,0.44,-5,0.22,-5,0.9,0.1,-0.3,1
O=C(Nc1nc2ccc(S(=O)(=O)N3CCCC3)cc2s1)C1CCCO1 (configuration not stated),nt,1,6,-0.0045,3,0.9,0.18,0.1,9
O=C(Cc1ccc(Br)cc1)c1ccc(O)cc1O,43,0.17,2,-0.72,9,0.9,-0.31,-0.5,-15
CCn1c(SCC(=O)N2CCN(c3ccccc3)CC2)nnc1-c1ccoc1C,-14,-1.1,-2,-0.73,6,0.9,-0.47,-0.6,3
CC(=O)OC1CC(C)(C)N(OC(=O)CCCN2C(=O)c3ccccc3C2=O)C(C)(C)C1,-23,0.64,3,-0.16,1,1,0.16,-0.3,18
O=C(Nc1cc(C(F)(F)F)ccc1N1CCOCC1)c1ccco1,-5,0.94,-9,-1,8,0.9,-1.2,0.0,10
COc1ccc(N2CCN(C(=O)c3cccc(N4C(=O)C5CC=CC(C)C5C4=O)c3)CC2)cc1 (configuration not stated),-7,0.082,2,1.2,-3,1,-1.4,-1.2,8
Cc1ccc(-n2nc3c([n+]2[O-])CCc2c-3no[n+]2[O-])cc1,41,-2.4,4,-0.84,3,0.9,-0.047,-2.3,15
Cc1nnc(NC(=O)c2oc3cc(C)c(C)cc3c2C)s1,-8,-0.73,6,-1.8,5,1,-0.32,-0.8,8
N#C/C(=C\C1CC=CCC1)c1nc2ccccc2[nH]1 (configuration not stated),2,-1.2,5,-1.1,nt,1,0.97,-0.7,8
CCCn1nnnc1NC(=O)CSc1ccc(Cl)cc1,6,-0.3,0,-0.69,2,0.8,-1.1,-0.4,17
COc1ccc(S(=O)(=O)NC(CC(=O)NCCc2ccc(OC)c(OC)c2)c2ccco2)cc1 (configuration not stated),-6,-0.49,3,-0.062,5,1.1,0.11,-0.7,4
Cc1ccnc(SCC(=O)N2CCN(c3cccc(Cl)c3)CC2)n1,4,-0.57,-5,0.0098,9,0.8,0.16,-0.4,12
CCOC(=O)c1ccc(NC(=O)Cn2nnc(-c3ccccc3)n2)cc1,10,nt,-2,-0.74,3,0.9,-0.42,0.0,19
Nc1cc(C(=O)O)ccc1N1CCCCCC1,nt,0.17,-6,-0.97,3,0.9,0.012,3.0,2
CCSc1oc(-c2ccco2)nc1S(=O)(=O)c1ccc(F)cc1,nt,4.6*,nt,0.75,6,0.9,-0.53,nt,20
CC1CCC2(CC1)NC(=O)N(CC(=O)NC(=O)NC1CCCC1)C2=O (configuration not stated),-16,0.49,2,-0.41,-1,1,0.18,0.2,15
CCOC(=O)c1ccccc1NC(=O)c1cncc(Br)c1,-16,0.037,-4,0.016,7,0.8,0.6,0.8,-5
Cc1ccc(S(=O)(=O)NC(CC(=O)NCC2CCCO2)c2ccco2)cc1 (configuration not stated),-5,-0.14,-3,-0.11,3,0.9,0.4,0.6,9
CN1CCN(c2nc3c(c(=O)n(C)c(=O)n3C)n2CC(=O)C23CC4CC(CC(C4)C2)C3)CC1,-14,0.16,-2,-0.51,12,0.9,-0.53,-0.3,7
CCC(OC(=O)c1cccs1)C(=O)NC1CCCCC1 (configuration not stated),-26,-0.13,3,0.39,2,0.9,1.1,-0.7,7
CC(/C=N/n1cnnc1)=C\c1ccco1,4,0.021,-2,0.21,9,0.9,-0.0084,-0.9,16
CCCCC[C@H](O)/C=C/C1=C(CCCCCCC(=O)O)C(=O)CC1,-13,1.6,nt,-0.051,7,0.9,0.31,-3.2,nt
c1ccc(SCc2nc(-c3ccccn3)no2)cc1,nt,-1.1,-5,-0.45,14,0.9,0.27,0.9,-11
COc1ccccc1Nc1nc2ccccc2n1C,7,-2.6,2,0.062,3,0.9,-4.4*,-1.3,-14
CCOC(=O)c1cnc(SCC(=O)Nc2cc(OC)cc(OC)c2)nc1N,-2,-0.026,20,-1.3,10,0.9,-0.25,-0.3,10
CCN(CC)C(=O)CSc1nc2ncccc2[nH]1,-7,0.026,3,0.14,9,0.8,-0.29,0.4,-1
CCOC(=O)c1nnn(CC(=O)Nc2ccccc2OC)c1C(=O)OCC,nt,-0.017,nt,-0.29,9,1,-0.3,nt,8
Brc1ccc(-c2nc(-c3ccccn3)no2)o1,-6,nt,10,0.21,2,1.1,0.17,-1.3,-3
CC(=O)C1C(c2ccc(F)c(F)c2)NC(=O)NC1(O)C(F)(F)F (configuration not stated),-1,-0.12,-14,0.32,nt,nt,-0.1,-0.9,0
Cc1cc(=O)[nH]c(SCc2cccc(Br)c2)n1,-18,-0.6,-4,-1.3,4,0.9,-0.55,-1.1,11
CCOC(=O)c1nc2nc(C)c(Cl)c(=O)n2[nH]1,-2,-0.05,nt,-0.46,6,0.9,-0.4,-2.0,nt
COCCCn1c2nc3ccccc3nc2c2c(=O)n(-c3ccccc3OC)c(C)nc21,13,nt,nt,-0.17,-4,0.9,0.18,-2.7,nt
O=C(c1cc(-c2ccco2)on1)N1CCCc2ccccc21,-9,0.53,-9,-0.82,-1,0.9,-0.013,0.0,-1
COc1ccc(C(=O)N2CCCN(C)CC2)cc1S(=O)(=O)N1CCCc2ccccc21,-6,-0.051,-2,0.42,nt,0.9,0.35,0.4,11
CCCSc1nnc(NC(=O)Nc2ccccc2)s1,17,nt,nt,-0.078,6,0.9,-0.69,-3.8,nt
COc1cccc(C2=CC(c3ccccc3)n3ncnc3N2)c1 (configuration not stated),2,nt,nt,33*,4,0.9,-0.3,-1.1,nt
CCOc1ccccc1N1CCN(C(=O)Nc2cccc(Cl)c2)CC1,4,0.023,-1,2.2,-4,1,-1.3,-1.6,17
CNS(=O)(=O)c1cccc(C(=O)NCC(c2cccs2)N(C)C)c1 (configuration not stated),nt,nt,nt,0.69,2,1,-0.77,nt,-1
CC1(C)Cc2c(sc3nc(-c4cccs4)n(N)c(=O)c23)CO1,nt,-1.1,nt,5*,2,0.9,-1.8*,nt,-15
COc1cc2[nH]c3c(=O)n(CCN(C(C)C)C(C)C)cnc3c2cc1OC,-18,-1.3,nt,0.72,8,0.9,-4.6*,-1.5,nt
CCN(C(=O)c1c(OC)cccc1OC)c1nnc(-c2cccnc2)s1,-4,0.7,7,0.2,1,0.9,0.12,1.1,19
CCCCn1c(CN2CCN(c3ccc(F)cc3)CC2)nc2c1c(=O)n(C)c(=O)n2C,-13,-2.6*,0,-0.41,10,0.8,0.23,0.1,19
COc1ccc2oc(=O)c(C(=O)N3CCN(C45CC6CC(CC(C6)C4)C5)CC3)cc2c1,-11,-0.22,0,-0.01,-8,1,-3*,-0.9,10
N=C1C(c2nc3ccccc3c(=O)[nH]2)=C(O)CN1CCO,nt,nt,nt,-0.72,9,0.8,1.6,nt,12
Cc1cn(COC/C=C/c2ccccc2)c(=O)[nH]c1=O,-13,1.9,-6,0.0079,-2,0.9,0.41,-1.2,14
c1cc(CSc2nnc(-c3ccc4c(c3)OCO4)o2)ccn1,1,0.55,5,-0.68,4,0.9,0.26,-0.9,-2

# Shown with values under each structure: 5 of the compounds above.
# Every second line gives: S1P1 ag pot | D1 mod | Jurkat tox 60K | M1 agonist | Ec RNAP inh | TNAP act mid DEA | M1 antagonist | S1P3 ag | HEK293 NFkB inh
CNS(=O)(=O)c1cccc(C(=O)NCC(c2cccs2)N(C)C)c1 (configuration not stated)
  nt | nt | nt | 0.69 | 2 | 1 | -0.77 | nt | -1
CC1(C)Cc2c(sc3nc(-c4cccs4)n(N)c(=O)c23)CO1
  nt | -1.1 | nt | 5* | 2 | 0.9 | -1.8* | nt | -15
COc1cc2[nH]c3c(=O)n(CCN(C(C)C)C(C)C)cnc3c2cc1OC
  -18 | -1.3 | nt | 0.72 | 8 | 0.9 | -4.6* | -1.5 | nt
CCN(C(=O)c1c(OC)cccc1OC)c1nnc(-c2cccnc2)s1
  -4 | 0.7 | 7 | 0.2 | 1 | 0.9 | 0.12 | 1.1 | 19
CCCCn1c(CN2CCN(c3ccc(F)cc3)CC2)nc2c1c(=O)n(C)c(=O)n2C
  -13 | -2.6* | 0 | -0.41 | 10 | 0.8 | 0.23 | 0.1 | 19

# Further records.
SMILES,S1P1 ag pot,D1 mod,Jurkat tox 60K,M1 agonist,Ec RNAP inh,TNAP act mid DEA,M1 antagonist,S1P3 ag,HEK293 NFkB inh
CCOc1ccccc1/C=c1\sc2nc(-c3ccco3)nn2c1=O,-10,-0.4,-10,0.17,3,1,1.4,-1.2,11
OCCN1CCN(c2nc(-c3ccccc3)c3cc(Cl)ccc3n2)CC1,-41,0.59,3,0.023,8,0.8,-0.8,4.6*,17
O=C1CCN(S(=O)(=O)c2ccccc2)C2CCCCC12 (configuration not stated),3,0.25,7,-0.13,-15,1,0.74,-1.2,11
O=C(NC12CC3CC(CC(C3)C1)C2)c1cccnc1,-5,-0.53,15,0.35,-7,1,-0.28,-0.4,22
O=C1CN(C(=O)CSc2nncn2-c2ccccc2)c2ccccc2N1,11,0.052,10,0.091,5,1,0.029,-0.4,14
CC(C)c1nnc(NC(=O)CN(C)S(=O)(=O)c2ccc3c(c2)OCCO3)s1,0,nt,4,-0.00065,2,0.9,-0.31,-0.4,2
Cc1cccnc1N(C(=O)Nc1ccccc1)C1=NCC(C)(C)S1,-9,nt,-4,0.2,7,0.9,0.56,-0.7,-1
O=C(CSc1nc2c(c(=O)n1-c1ccc(Br)cc1)SCC2)Nc1nccs1,5,-0.94,5,-0.022,4,0.9,-0.11,0.1,19
O=C(Cn1c(NCCO)nc2ccccc21)c1ccco1,nt,-0.53,nt,-6.9e-05,nt,nt,0.33,nt,2
COc1cc(C2C(C#N)=C(C)NC3=C2C(=O)c2ccccc23)cc(OC)c1OC (configuration not stated),-47,2,100*,1.4,5,0.9,-0.58,-0.9,43*
CN1CCCCc2c1nc1ccccc1c2N (tested in a mixture with another compound),-29,0.0093,-4,0.26,4,0.9,-1.2,-0.6,10
O=S(=O)(c1cc(Cl)ccc1Br)N1CCCCC1,3,-0.47,-7,1.4,4,0.9,0.92,-0.3,15
CCOC(=O)c1ccc(S(=O)(=O)N2CCN(CCC#N)CC2)cc1,-14,nt,4,-0.012,8,1,0.44,-1.1,18

# An excerpt from above, reduced to Jurkat tox 60K.
Structure	Jurkat tox 60K
O=C1CCN(S(=O)(=O)c2ccccc2)C2CCCCC12 (configuration not stated)	7
O=C(NC12CC3CC(CC(C3)C1)C2)c1cccnc1	15
O=C1CN(C(=O)CSc2nncn2-c2ccccc2)c2ccccc2N1	10

# Look-ups from the entries so far.
# O=C(NC12CC3CC(CC(C3)C1)C2)c1cccnc1 @ Ec RNAP inh: -7
# Cc1cccnc1N(C(=O)Nc1ccccc1)C1=NCC(C)(C)S1 @ S1P1 ag pot: -9
